# LYPLA1 inh = counter-screen for PME1 inhibitors: inhibitors of human LYPLA1 | hit rate 0.16% among 320,000 | O75608 | inhibition, % at 5.9 µM | recombinant LYPLA1, FP-Rh probe fluorescence polarization;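 active = inhibition above the mean of all tested compounds plus 3 SD, set per campaign, cut at about 14% in these data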;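 also: inhibitors block serine hydrolase probe labeling of LYPLA1 so polarization falls; 0% = enzyme with DMSO and 100% = wells lacking LYPLA1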
# EBNA-1 inh = blocks EBNA-1 binding to DNA; EBNA-1 DNA binding, fluorescence polarization; inhibition, % at 14.8 µM; hit rate 0.34% among 300,000; in the data active = inhibition above about 28%
# LYPLA2 counter = LYPLA2 (human) inhibition in PME1 counter-screen; recombinant LYPLA2, FP-Rh probe fluorescence polarization; inhibition, % at 5.9 µM; AID 2177; hit rate 0.38% among 320,000; O95372;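 active = inhibition above the screen-wide mean plus 3 SD, limit set per campaign, cut at about 26% in these data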;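 also: 0% = LYPLA2 with DMSO and 100% = wells lacking LYPLA2 enzyme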
# Target sequence (O95372 whole entry, looked up): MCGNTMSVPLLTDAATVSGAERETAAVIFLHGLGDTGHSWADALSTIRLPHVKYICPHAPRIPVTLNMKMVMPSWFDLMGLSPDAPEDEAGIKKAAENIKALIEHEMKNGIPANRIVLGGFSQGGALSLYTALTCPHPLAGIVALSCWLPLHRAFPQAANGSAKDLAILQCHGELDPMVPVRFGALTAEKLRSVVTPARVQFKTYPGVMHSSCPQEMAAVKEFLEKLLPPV
# PAFAH2 inh = PAFAH2 (human) inhibition. hit rate 0.99% among 340,000. AID 492956. recombinant PAFAH2, FP-rhodamine activity probe, fluorescence polarization. inhibition, % at 3.39 µM. Q99487;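 active = inhibition above the mean over all tested compounds plus 3 SD, cut at about 30% in these data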;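 also: inhibitors block probe labeling of enzyme so polarization drops; 0% = enzyme with DMSO and 100% = wells lacking PAFAH2 protein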
# PREPL inhibitor = inhibits the human prolyl oligopeptidase-like enzyme; hit rate 0.68% among 320,000; Q4J6C6; inhibition, % at 5.96 µM; recombinant PREPL, fluorescence polarization activity-based probe; in the data active = inhibition above about 43%;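 also: 0% = enzyme with DMSO and 100% = wells lacking enzyme; many of its hits are not listed in these tables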
# PAFAH1B3 FP inh = blocks human PAF acetylhydrolase 1B catalytic subunit 3. hit rate 0.28% among 340,000. inhibition, % at 3.39 µM. recombinant PAFAH1B3, FP-rhodamine probe, fluorescence polarization;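 active = inhibition above the screen-wide average of all tested compounds plus 3 SD, cut at about 25% in these data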;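 also: 0% = enzyme with DMSO only and 100% = wells lacking PAFAH1B3 protein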
# Target sequence (Q15102 whole entry, looked up): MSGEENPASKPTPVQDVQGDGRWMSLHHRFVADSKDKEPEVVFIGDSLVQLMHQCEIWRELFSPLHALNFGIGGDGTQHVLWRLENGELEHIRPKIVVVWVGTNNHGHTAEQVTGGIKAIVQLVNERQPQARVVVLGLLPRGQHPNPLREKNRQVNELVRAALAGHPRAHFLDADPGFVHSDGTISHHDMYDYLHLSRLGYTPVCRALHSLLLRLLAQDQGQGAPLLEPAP
# ZTA counter = ZTA (EBV) inhibition in EBNA-1 counter-screen | ZTA-DNA binding, fluorescence polarization | inhibition, % at 11 µM | hit rate 0.15% among 320,000 | AID 2234; in the data active = inhibition above about 33%
# Target sequence (P03206 whole entry, looked up): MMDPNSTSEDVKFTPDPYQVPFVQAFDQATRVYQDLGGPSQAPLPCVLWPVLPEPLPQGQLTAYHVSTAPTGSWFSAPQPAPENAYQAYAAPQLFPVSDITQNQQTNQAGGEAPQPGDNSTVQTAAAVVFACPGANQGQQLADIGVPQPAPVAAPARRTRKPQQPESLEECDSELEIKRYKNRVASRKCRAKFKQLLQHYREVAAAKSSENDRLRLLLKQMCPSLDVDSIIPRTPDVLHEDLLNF
# pPAFAH FP inh = inhibitors of human plasma PAF acetylhydrolase (pPAFAH). inhibition, % at 3.39 µM. recombinant pPAFAH, FP-rhodamine probe fluorescence polarization. hit rate 1.5% among 330,000;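 active = inhibition above the mean inhibition across the screen plus 3 SD, cut at about 25% in these data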;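 also: inhibitors block binding of the rhodamine activity-based probe so polarization drops; 0% = enzyme with DMSO and 100% = wells lacking pPAFAH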
# PAFAH1B2 FP inh = PAFAH1B2 (human) inhibition; P68402; recombinant PAFAH1B2, FP-rhodamine activity probe, fluorescence polarization; inhibition, % at 3.39 µM; hit rate 1.2% among 340,000; AID 492953;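 active = inhibition above the mean of all tested compounds plus 3 SD, cut at about 24% in these data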;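 also: 0% = enzyme with DMSO and 100% = wells lacking PAFAH1B2; many of its hits are not listed in these tables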
# Target sequence (P68402 whole entry, looked up): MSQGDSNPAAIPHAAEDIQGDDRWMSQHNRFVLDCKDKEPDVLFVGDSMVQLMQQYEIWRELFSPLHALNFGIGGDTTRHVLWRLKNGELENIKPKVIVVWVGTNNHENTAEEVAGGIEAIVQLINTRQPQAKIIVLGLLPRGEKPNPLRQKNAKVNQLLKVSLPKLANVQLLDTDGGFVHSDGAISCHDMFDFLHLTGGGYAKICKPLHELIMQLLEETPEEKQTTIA
# An asterisk follows results filed as active; . = no result given. The list is partial; count on the stated rates, not on these rows.
SMILES,LYPLA1 inh,EBNA-1 inh,LYPLA2 counter,PAFAH2 inh,PREPL inhibitor,PAFAH1B3 FP inh,ZTA counter,pPAFAH FP inh,PAFAH1B2 FP inh
Cn1c(=O)c2c(nc(N3CCOCC3)n2CC(=O)C23CC4CC(CC(C4)C2)C3)n(C)c1=O,0,5,-3,-5,1,11,-1,3,27*
NC(=O)Cn1cc(C(=O)c2cccs2)c2ccccc21,-1,-9,-5,1,6,4,2,-2,3
CNC(=O)C(=O)Nc1ccc(C)cc1C,1,-3,-3,3,9,2,-3,-4,6
COc1ccc(NC(=O)CSc2nc(-c3ccco3)nc3cc(=O)[nH]n23)cc1Cl,-2,4,8,11,11,-2,-5,23,4
CCOC(=O)c1nn(-c2cccc(C)c2)c2nc(-c3ccccc3)c(C#N)c(=O)n12,2,-4,4,-5,26,0,8,-1,1
Cc1ccc(NC(=S)N2CCN(c3ncccn3)CC2)cc1C,-1,1,7,10,1,4,-5,0,2
Cn1c(=O)c2cc(S(=O)(=O)Nc3ccc4c(c3)OCO4)ccc2n(C)c1=O,1,2,-3,5,12,4,2,7,-5
Cc1ccc(NC(=O)Cn2nc(C(=O)O)c3ccccc3c2=O)cc1S(=O)(=O)N1CCCCC1,.,.,.,8,-16,3,.,-5,1
O=C(COC(=O)CCCNC(=O)c1ccc(Cl)cc1)Nc1cc(Cl)ccc1Cl,-3,2,7,29,-12,4,-1,9,-1
O=C(NC12CC3CC(CC(C3)C1)C2)c1ccc(COc2ccc(Cl)cc2[N+](=O)[O-])o1,-5,2,-8,-6,7,-8,-17,4,0
CCOC(=O)C1CCN(C(=O)c2ccc3c(c2)NC(=O)/C(=C\c2cccc(C)c2)S3)CC1,-1,-1,22,-3,-1,4,0,-1,2
Cn1c(=O)c2ccccc2n(CC(=O)N2CCCc3ccccc32)c1=O,-5,-8,5,-1,3,12,-10,-3,0
C(=N\N1CCOCC1)/c1cccs1,2,6,6,-7,0,6,10,5,1
COC(=O)c1c(C(=O)OC)c(C)n(Cc2cccnc2)c1C,-3,-3,-6,8,0,1,-2,0,2
CC(C)(C)c1nnc(NS(=O)(=O)c2cc(Cl)ccc2Cl)s1,-8,7,-3,6,-5,-3,2,4,6
CCOc1ccc2cc(C#N)c(SCC(=O)NC(C)CC)nc2c1 (centres undefined),0,1,0,.,9,.,-9,-1,.
O=C(COc1ccc([N+](=O)[O-])cc1)Nc1ccc(CN2CCOCC2)cc1,-8,8,-3,-5,5,1,11,1,2
O=C1Nc2ccccc2N(O)N1c1ccc(Cl)c(Cl)c1,1,9,-1,2,2,4,2,4,8
CC(C)CC(=O)Nc1ccnc(-c2ccncc2)n1,1,-1,-4,5,5,3,12,3,0
Cc1cc(NC(=O)COc2ccccc2C(N)=O)no1,.,.,.,4,-5,1,.,-2,2
COc1cc(NC(=O)c2sc(C)nc2C)c(OC)cc1NC(=O)c1ccccc1,5,9,6,6,5,20,6,15,-7
O=C(CSc1nnc(COc2ccccc2)n1Cc1ccco1)c1ccc(F)cc1,-2,0,5,-5,-22,6,-10,10,4
COc1cc(/C=N/NC(=O)c2ccc(COc3cc(C)ccc3C(C)C)cc2)cc(OC)c1O,-3,2,-4,-11,20,7,-10,7,0
Cc1[nH]c(=O)[nH]c(=O)c1NS(=O)(=O)c1ccccc1,-4,8,-8,-1,1,2,-2,1,8
Clc1cccc(N/N=C/c2ccc(N3CCOCC3)cc2)c1,0,-4,-7,11,15,8,-1,8,9
COc1ccccc1N1CCN(C(=O)CSc2nc3ccccc3c(=O)n2CC2CCCO2)CC1 (centres undefined),-2,-1,9,11,12,6,13,-7,11
CCN(CC)S(=O)(=O)c1cccc(C(=O)Nc2ccc(Cl)cn2)c1,-1,8,-2,0,4,-9,18,3,-4
NC(=O)[C@H](Cc1cc2ccccc2s1)NC(=O)[C@@H]1CC2(CC(c3cccc(NC(=O)[C@@H]4CCC(=O)N4)c3)=NO2)CN1C(=O)/C=C/c1c(F)cccc1Cl (some centres undefined),-37,4,-76,-28,-35,-42,-9,-10,-11
CCCC(=O)Nc1nnc(-c2ccco2)s1,3,7,3,-5,-8,5,9,1,-1
COc1cccc(C(=O)NCC(=O)N/N=C(C)\C=C\c2ccccc2)c1,1,-4,-4,0,-4,4,-24,5,2
Clc1nc(-c2ccccn2)nc2scc(-c3ccccc3)c12,-3,-5,4,1,2,6,-2,1,-3
Nc1nc(SCC(=O)c2ccc(F)cc2)n[nH]1,3,-9,-5,5,-1,4,-6,1,3
CN(C)S(=O)(=O)N1CCN(CC(O)COc2ccc(-c3ccccc3)cc2)CC1 (centres undefined),1,0,11,-4,13,5,13,14,2
COc1ccc(OC)c(C2C(C(C)=O)=C(O)C(=O)N2CCN2CCOCC2)c1 (centres undefined),-5,5,3,1,-2,0,-9,-2,10
Cc1ccc2nc(C)cc(Nc3ccc4c(c3)OCCO4)c2c1,-1,-2,6,-5,24,1,1,3,4
CC(NC(=O)Cc1ccc(S(=O)(=O)N2CCOCC2)s1)c1ccc(Cl)cc1Cl (centres undefined),-2,1,-3,1,-9,-1,5,3,16
CCOC(=O)CN1C(=O)C(=O)c2cccc(C)c21,-2,0,0,4,-1,1,6,-3,-2
CCCCCCC(=O)Nc1nc(C)c(-c2csc(Nc3ccccc3OC)n2)s1,-9,-3,-5,1,12,16,-1,14,-2
COCCn1c(Sc2ccc(C)cc2)nc2c1c(=O)[nH]c(=O)n2C,0,-13,-3,-14,-7,8,3,-10,5
O=C1c2ccc3c4c(ccc(c24)C(=O)N1c1ccc(O)cc1)C(=O)N(c1ccc(O)cc1)C3=O,-1,-3,-3,2,-1,2,3,4,-4
CCNC(=S)Nc1c(C)n(C)n(-c2ccccc2)c1=O,2,-12,-6,-2,10,7,3,-3,2
Cc1cc(C)nc(N2CCN(CC(=O)NCc3ccccc3)CC2)n1,-1,4,2,-1,10,12,-11,-5,5
Cc1ccccc1OCc1nc2ccccc2c(=O)n1/N=C/c1cn[nH]c1-c1ccc(Br)cc1,-21,1,-30,-27,-5,-12,5,-2,-5
CN1CCC(N(C)C(=S)Nc2ccc(SC(F)F)cc2)CC1,3,4,4,5,1,5,3,4,8
O=C(NNC(=O)c1ccccc1Cl)c1cccs1,6,-16,7,-1,12,7,-9,-2,2
Cc1ccccc1NC(=O)CSc1nc(Nc2ccccc2)nc(N2CCOCC2)n1,-2,-4,0,-5,-1,7,0,4,4
COc1ccccc1CCC(=O)OCC(=O)Nc1ccc(C(N)=O)cc1,0,-9,-4,-1,-5,-5,-7,11,-4
COc1cccc(CNC(=S)NC2CCCC2)c1,2,2,8,-4,1,3,-17,3,8
O=c1c(N=Nc2ccc(O)cc2)c(-c2ccccc2)[nH]n1-c1ccc([N+](=O)[O-])cc1,3,3,11,2,9,3,20,2,-2
O=C(NCCO)c1ccc2[nH]c3c(c2c1)CCCC3,0,6,4,3,10,-2,3,8,3

# Going on with the list:
SMILES,LYPLA1 inh,EBNA-1 inh,LYPLA2 counter,PAFAH2 inh,PREPL inhibitor,PAFAH1B3 FP inh,ZTA counter,pPAFAH FP inh,PAFAH1B2 FP inh
CCOC(=O)c1[nH]c2cc(OC)c(OC)cc2c1NC(=O)CN1CCN(c2ccc(OC)cc2)C(C)C1 (centres undefined),-3,5,5,.,85*,.,6,8,.
Cc1cccc(N2C(=N)SCC2=O)c1C,-1,-2,0,-8,10,8,1,12,2
Cc1ccc(S(=O)(=O)N2CCN(C(=O)N3CCOCC3)C2C)cc1 (centres undefined),3,-3,11,-1,11,9,-17,6,4
O=C(Nc1cccc(NC(=O)c2ccccc2Cl)c1)c1ccc(F)cc1,-6,3,-1,-1,-4,13,-8,-3,3
COCCNc1nnc(SCC(=O)Nc2nnc(-c3ccccc3)o2)s1,0,-2,5,1,-6,4,-9,-2,2
C=CCNC(=O)NC(=O)COC(=O)COc1ccc(Br)cc1F,2,-12,4,-3,12,2,-16,7,-2
CCOc1ccc(-c2nn(-c3ccccc3)cc2/C=C2\SC(N)=NC2=O)cc1C,-10,-2,-15,-19,-5,-9,-17,-1,-9
O=C(CSc1ccc(-c2ccc(Cl)cc2)nn1)NC1CCCC1,0,5,2,2,26,11,6,3,-1
Cc1cc2c(cc1C)NC(c1ccccn1)C1=C(CC(C)(C)CC1=O)N2 (centres undefined),6,0,5,-1,13,13,-29,1,0
Cc1cc(C)c(NC(=O)/C(C#N)=C/c2ccc(OCc3ccc(F)cc3)cc2)c(C)c1,-1,5,0,-8,6,-27,-27,0,-11
C=C1CCC[C@]2(C)C[C@H]3OC(=O)C(CN4CCOCC4)[C@H]3C[C@@H]12 (some centres undefined),-5,0,-5,5,8,1,-16,-12,7
Cc1nc2ccc(NS(=O)(=O)c3ccc(F)cc3F)cc2s1,-5,.,-4,-1,1,0,6,3,2
CCn1c(=O)c2c(cnn2C)c2ccccc21,-2,9,6,-1,16,8,-14,-2,-2
CC(C)NC(=O)CC1Nc2c3ccccc3nc(=S)n2C1=O (centres undefined),-2,-5,0,-1,-1,0,0,10,6
CCOC(=O)N/N=C/c1cn(Cc2ccc(Cl)cc2)c2ccccc12,-5,-3,0,2,8,1,-10,0,2
Cc1cc(-c2n[nH]c(=S)n2Cc2ccccc2)cs1,0,11,6,3,3,4,0,7,8
CCOC(=O)C1=C(C)NC(C)=C(C(=O)OCC)C1C(=O)OCC(N)=O,3,-10,-1,-5,-8,4,-9,1,1
CCOC(=O)N1CCN(C(=O)CNS(=O)(=O)c2c(C)cc(C)cc2C)CC1,0,-1,0,-7,8,4,-5,3,2
CC1CN(CCOc2ccccc2C(C)C)CC(C)O1 (centres undefined),4,-7,6,1,3,-4,10,0,3
Cc1ccc(OCCn2ccnc2)c([N+](=O)[O-])c1,0,4,3,-8,-2,4,1,0,0
C=CCn1c(CCNC(=O)c2cccs2)nnc1SCC(=O)c1cccc([N+](=O)[O-])c1,-8,2,-4,-2,11,5,-12,20,-2
CCN1C(=O)/C(=C2/C=Cc3ccccc3N2CC)SC1=S,2,-5,2,6,12,1,-8,8,6
CC(C)c1nc(SCC(=O)NCc2ccccc2)n[nH]1,2,-9,-4,4,8,7,1,1,8
Nc1ccc2sc(N)nc2c1,-2,.,0,-3,2,6,-3,6,3
OCCCNc1cc(-c2ccnc(Nc3cccc(Cl)c3)n2)ccn1,-10,11,-12,-5,9,11,7,1,4
CCOC(=O)c1c(C)[nH]c(C(=O)COC(=O)C2(C)CC2(Cl)Cl)c1C (centres undefined),-1,-4,3,-1,-1,5,-35,6,3
CCCCn1c(N)c(N(CCOC)C(=O)c2cnc(C)cn2)c(=O)[nH]c1=O,0,9,4,-3,-2,11,13,2,1
Nc1c(C(=O)c2ccc(Cl)cc2)sc2c1c(=O)[nH]c(=O)n2-c1ccccc1,-5,7,-8,2,9,-4,1,4,2
Cc1ccc(NC(=O)C2CCN(S(=O)(=O)c3cccc(C(F)(F)F)c3)CC2)nc1,2,3,13,1,22,-2,13,0,1

# Record cards, from the list above. Order of values: LYPLA1 inh, EBNA-1 inh, LYPLA2 counter, PAFAH2 inh, PREPL inhibitor, PAFAH1B3 FP inh, ZTA counter, pPAFAH FP inh, PAFAH1B2 FP inh
# Shown for CC(NC(=O)Cc1ccc(S(=O)(=O)N2CCOCC2)s1)c1ccc(Cl)cc1Cl (centres undefined) → -2, 1, -3, 1, -9, -1, 5, 3, 16
# Shown for Clc1nc(-c2ccccn2)nc2scc(-c3ccccc3)c12 → -3, -5, 4, 1, 2, 6, -2, 1, -3
# Shown for Cn1c(=O)c2cc(S(=O)(=O)Nc3ccc4c(c3)OCO4)ccc2n(C)c1=O → 1, 2, -3, 5, 12, 4, 2, 7, -5
# Shown for CNC(=O)C(=O)Nc1ccc(C)cc1C → 1, -3, -3, 3, 9, 2, -3, -4, 6
# Shown for O=C1c2ccc3c4c(ccc(c24)C(=O)N1c1ccc(O)cc1)C(=O)N(c1ccc(O)cc1)C3=O → -1, -3, -3, 2, -1, 2, 3, 4, -4

# Screens (PubChem)
